GSK3A inh = blocks human GSK-3 alpha kinase | ADP-Glo luminescence, 60 min | inhibition, % at 10 µM | hit rate 0.1% among 320,000;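 in the data active = inhibition above about 50%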;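 also: GST-tagged GSK-3 alpha with peptide substrate and 25 µM ATP; 0% = DMSO neutral wells and 100% = GW8510 positive control wells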
Target sequence (P49840 whole entry, looked up): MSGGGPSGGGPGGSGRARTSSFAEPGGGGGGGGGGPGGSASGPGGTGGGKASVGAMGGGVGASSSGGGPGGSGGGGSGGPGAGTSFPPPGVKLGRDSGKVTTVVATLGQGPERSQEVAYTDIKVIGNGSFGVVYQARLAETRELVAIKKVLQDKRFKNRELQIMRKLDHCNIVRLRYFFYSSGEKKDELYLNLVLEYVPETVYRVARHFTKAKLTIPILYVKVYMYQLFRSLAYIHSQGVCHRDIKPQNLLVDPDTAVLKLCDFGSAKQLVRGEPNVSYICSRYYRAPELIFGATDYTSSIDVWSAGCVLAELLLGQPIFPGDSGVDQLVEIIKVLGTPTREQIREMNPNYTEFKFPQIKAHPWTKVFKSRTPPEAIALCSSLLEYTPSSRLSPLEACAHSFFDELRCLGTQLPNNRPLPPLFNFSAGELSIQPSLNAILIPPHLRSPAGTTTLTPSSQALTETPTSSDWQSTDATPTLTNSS
aSyn UTR inh = 5' untranslated region of α-synuclein, MLPCN primary screen. inhibition, % (tested at 7.5 µM). hit rate 0.82% among 300,000. alpha-synuclein 5'UTR reporter, inhibitor activity; in the data active = inhibition above about 60%;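 also: H4 neuroglioblastoma cells stably carrying SNCA 5'UTR luciferase fusion; 0% = DMSO wells and 100% = positive control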
KLF5 inhibitor = inhibitors of KLF5 expression | DLD-1 KLF5 promoter-luciferase reporter, luminescence | inhibition, % at 5 µM | hit rate 0.23% among 290,000;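 active = inhibition above a per-plate limit of that plate's mean compound inhibition plus 3 SD, cut at about 60% in these data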;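 also: 0% = DMSO wells and 100% = LY294002 at 200 µM; higher means less KLF5 promoter-driven luciferase light; inactives centre near -14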
DYRK1A inh = inhibitors of rat Dyrk1A kinase; hit rate 0.43% among 310,000; Q63470; inhibition, % at 12.5 µM; ADP-Glo luminescence, NFATc1 peptide; in the data active = inhibition above about 50%;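 also: plate controls were vehicle with enzyme for no effect and no enzyme for full effect; many of its hits are not listed in these tables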
HSP90 inh = blocks HSP90-mediated luciferase refolding in reticulocyte lysate | Rabbit reticulocyte lysate, luciferase refolding luminescence, 3 h | hit rate 0.91% among 290,000 | AID 1789 | inhibition, % at 5.6 µM;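 active = inhibition above the screen-wide mean plus 3 SD, computed separately per campaign, cut at about 16% in these data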;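 also: 0% = DMSO wells and 100% = 60 µM geldanamycin wells; inhibitors lower the luminescence because luciferase stays unfolded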
HSF1 inhib = HSF1 inhibition. NIH3T3-HGL HSE-luciferase, MG132-induced, luminescence 8 h; active compounds read low. activity change, negative = inhibition, % at 7.5 µM (by protocol). hit rate 0.77% among 300,000;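 active = more than half of replicate wells show activity change below -50%, luminescence cut by over half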;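 also: luciferase reports HSF-1 transcriptional activity via heat shock element; 0% = median of DMSO wells and -100% = zero luminescence signal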
HSF-1 act = increases HSF-1 driven luciferase reporter signal. NIH3T3-HGL HSF-1 luciferase reporter, MG132, 8 h; 100% = twice DMSO control signal. activation, % at 9 µM. hit rate 1.7% among 300,000. AID 504408;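 active = mean replicate activation of at least 50% with a set share of replicates each reaching 50%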;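 also: 0% = median of the neutral control wells and 100% = twice that signal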
Platelet DG rel = modulates dense granule release in human platelets; inhibition, %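 (compounds screened at 7.5 µM in platelet-rich plasma)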; AID 1663; human platelet-rich plasma, SFLLRN dense granule ATP release, luminescence; hit rate 0.22% among 300,000;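 active = mean replicate score, as percent of positive control, at or above 50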
IEC-6 tox = kills IEC-6 intestinal cells in KLF5 counter-screen. IEC-6 cytotoxicity, luminescence viability. inhibition, % at 5 µM. hit rate 0.78% among 290,000; in the data active = inhibition above about 22%;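 also: 0% = plate median of test compound wells and 100% = cytotoxic reference compound wells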
GSK3beta inhib = blocks human GSK3beta kinase activity | activity score (negative = inhibition), % at 10 µM | hit rate 0.038% among 300,000 | P49841 | GST-GSK3beta kinase, ADP-Glo luminescence, 60 min; active compounds read low;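 active = more than half of replicate wells score below -50%, meaning over 50% inhibition versus plate controls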;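 also: 0% = median DMSO wells and -100% = median GW8510 positive control wells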
Target sequence (P49841 whole entry, looked up): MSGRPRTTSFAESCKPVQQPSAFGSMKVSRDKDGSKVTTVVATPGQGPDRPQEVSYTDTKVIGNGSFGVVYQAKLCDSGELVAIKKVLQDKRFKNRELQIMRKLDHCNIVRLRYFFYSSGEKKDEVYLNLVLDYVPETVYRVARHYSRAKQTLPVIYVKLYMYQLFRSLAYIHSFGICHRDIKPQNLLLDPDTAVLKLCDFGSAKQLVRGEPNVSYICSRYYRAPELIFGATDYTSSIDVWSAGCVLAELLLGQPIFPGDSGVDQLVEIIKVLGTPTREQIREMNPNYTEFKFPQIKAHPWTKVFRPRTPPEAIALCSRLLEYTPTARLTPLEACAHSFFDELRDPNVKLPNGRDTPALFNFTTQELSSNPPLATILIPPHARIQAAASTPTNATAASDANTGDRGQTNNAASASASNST
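Test system: GST-tagged human GSK3beta kinase, cell-free; evaluation: activity score scaled between in-plate DMSO and GW8510 controls; measured by: ADP-Glo luminescence; incubation: 60 min reaction, RT; benchmarks: DMSO and 20 µM GW8510; reagent: peptide substrate plus 25 µM ATP (final); medium: Tris/MgCl2 kinase buffer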
* = called active by the depositor; . = no result given. A portion of the library; the hit share may differ from the screen's.

Values in the order – GSK3A inh, aSyn UTR inh, KLF5 inhibitor, DYRK1A inh, HSP90 inh, HSF1 inhib, HSF-1 act, Platelet DG rel, IEC-6 tox, GSK3beta inhib
1: CCOC(=O)C1=C(COC(=O)COc2ccccc2C#N)NC(=O)NC1C (stereo not drawn)
    -3.0, 8.5, ., 8.2, ., -3.3, -13.1, 30.5, ., -3.4
2: CN1CCC(=O)N(CCSc2ccccc2)CC1
    -0.6, -58.8, -64.2, -2.6, -3.2, -0.3, 15.4, 1.0, 4.6, 0.4
3: Cc1ccc(Nc2nnc(SCc3nc4ccccc4c(=O)[nH]3)s2)cc1
    1.1, 15.1, 13.7, 14.0, -0.9, -19.4, -38.4, 18.1, 2.6, 2.8
4: CN(c1ccccc1)S(=O)(=O)c1cccc(C(=O)OCC(=O)NCc2ccco2)c1
    -0.5, 4.5, -26.5, ., -1.0, 5.7, -3.4, 13.8, 5.9, -0.8
5: Cc1cc2oc(=O)cc(CN(C)Cc3cccc(F)c3)c2cc1Cl
    -0.9, -5.1, 0.5, -3.8, 2.7, -2.7, 39.2, -6.5, 5.0, -4.5
6: NC(=O)c1ccccc1NC(=O)c1ccccc1S(=O)(=O)c1ccccc1[N+](=O)[O-]
    -1.5, 17.2, -29.2, 0.8, 2.0, 0.2, 5.1, 1.4, 4.7, 0.9
7: COc1cc(OC)c2ccc(=O)oc2c1C(CC(=O)N1CCN(c2ccccc2)CC1)c1ccc2c(c1)OCO2 (stereo not drawn)
    -3.6, 15.0, ., ., ., 12.7, -0.9, -1.3, ., -0.5
8: Cc1nc(NC(=O)c2ccccc2)sc1-c1csc(Nc2ccc(Cl)cc2)n1
    2.5, -64.6, -7.5, ., 36.5*, -1.6, 15.6, 4.1, 3.6, -26.8
9: Clc1ccc(C2=Nn3c(nnc3-c3cc(-c4ccccc4)n[nH]3)SC2)cc1
    2.3, 19.0, -22.7, 0.3, -1.7, -0.3, 2.3, -0.9, -1.0, -4.5
10: Cc1cc(C)nc(NS(=O)(=O)c2ccc(NC(=O)CSc3nc4ccccc4[nH]3)cc2)n1
    -0.9, -26.2, 11.9, -1.0, 2.7, 5.4, 18.6, -6.7, -1.6, 2.9
11: Cc1ccc(Cl)cc1N(CC(=O)N1CCOCC1)S(C)(=O)=O
    ., -10.7, -21.5, -3.1, 0.8, 0.9, -18.1, -7.4, -3.0, -10.4
12: CCC1=C(OC(=O)N(CC)CC)N2C(=O)OC(=NCC3CC3)[C@]2(Cc2ccccc2)[C@H]2C1=CC[C@H]1C(=O)N(c3ccccc3)C(=O)[C@H]12
    0.7, -19.4, ., 0.2, ., 5.1, 11.4, -1.4, ., 6.9
13: CCOc1ccccc1NC(=O)c1cccc(NC(=O)c2ccco2)c1
    1.2, -184.8, 45.1, 8.5, -0.8, -3.6, -6.5, 13.1, 54.6*, 3.2
14: O=C(CSc1nccc(=O)[nH]1)c1cc2ccccc2o1
    -1.7, -25.2, -9.8, 9.6, 3.9, -1.1, 4.7, 2.3, 3.6, 4.3
15: COc1ccc(-c2nn(-c3ccccc3)cc2/C=N/N2C(=O)CSC2=S)cc1
    -2.3, -83.2, -36.2, -0.8, -0.5, 37.9, 75.9*, -10.1, 0.4, -5.5
16: O=C(NCc1ccc(F)cc1)c1cc(-c2cccs2)on1
    -0.8, -25.7, -8.6, 3.0, -0.6, -3.8, 5.8, -1.6, -5.2, 4.4
17: O=C(NCCOc1ccccc1Cl)c1cc(F)c(F)cc1Cl
    -1.3, -122.6, -177.0, 0.5, -3.1, 20.9, 34.8, -4.7, -3.7, -1.6
18: Cc1ccc2nc(Nc3ncc4c(n3)CC(C)(C)CC4=O)nc(C)c2c1
    ., -16.8, 31.9, 2.4, 8.5, -0.4, -9.6, -3.8, 2.9, 1.0
19: CCc1ccc(CN2CCCC(C(=O)N3CCCCC3)C2)cc1 (stereo not drawn)
    1.3, -6.6, -15.1, -0.4, 2.0, -4.0, -9.2, 11.9, 5.9, 1.6
20: COc1ccc(-c2[nH]ncc2CN(C)CC2CCCCO2)cc1F (stereo not drawn)
    -2.0, -8.1, -19.8, 6.2, -0.4, 1.7, 24.4, 15.7, 1.8, 1.4
21: O=S(=O)(c1ccc2ccccc2c1)N1CCc2ccccc21
    0.5, 32.5, -21.4, ., -1.8, 3.9, -19.9, 11.7, 1.2, 4.4
22: Cc1nc2ccccc2c(=O)n1NC(=O)CCC(=O)O
    -0.3, 29.7, -28.0, -4.4, -0.2, ., ., -5.5, -5.9, 2.1
23: CC(C)N1C(=O)CCC1C(=O)N1CCN(c2ccc(F)cc2)CC1 (stereo not drawn)
    -3.3, 6.9, -33.7, -5.9, -9.0, 2.2, 10.4, -1.7, -6.3, 3.4
24: CNC(=O)CN1C(=O)c2cccc3cccc1c23
    ., -33.4, -12.6, 4.2, 3.3, 1.0, -1.5, -0.8, 2.8, 1.9
25: COc1ccc(N(C)S(=O)(=O)c2ccc(C)cc2)c([N+](=O)[O-])c1
    -2.3, 5.9, -10.9, 0.1, 0.8, 3.3, 1.0, 8.8, 4.4, 2.9
26: COc1ccc(C(=O)Nn2cnnc2)c(OC)c1
    -2.3, -3.9, 7.6, -3.3, -5.0, 7.4, 37.0, 0.7, -5.0, -2.9
27: O=C(/C=C/c1cccc(Cl)c1)NCCCN1CCOCC1
    0.3, 0.3, -9.2, -0.5, 4.1, 3.9, 0.1, -1.3, 2.6, -1.7
28: CC(=O)Nc1ccc(S(=O)(=O)N2CCN=C2SCc2ccc(C)cc2)cc1
    -0.6, -72.0, -27.4, 2.6, -0.8, -15.0, -18.3, 6.6, -0.8, 0.3
29: Nc1nc(-c2ccccc2)[nH]c(=O)c1N=O
    -2.1, 6.4, -18.0, -2.9, 3.2, 1.1, -10.2, 4.8, 2.8, 1.0
30: O=C(NCCn1cc(SCc2ccc(F)cc2)c2ccccc21)c1ccccc1F
    1.2, 29.0, -25.7, 3.1, 12.9, 6.3, -5.5, -0.4, -0.8, -0.2
31: COCC(C)N1C(=O)Cc2c1nc(N)c1c(N)nc(N3CCN(c4ccccc4F)CC3)c(C#N)c21 (stereo not drawn)
    0.9, 28.4, -6.9, 0.3, -2.8, 9.6, 18.6, -2.3, -1.6, -0.4
32: Cc1ccc(N(CC(=O)Nc2cc(C)cc(C)c2)S(=O)(=O)c2c(C)noc2C)cc1
    0.6, 9.4, -7.2, -0.7, 3.7, -2.8, -16.6, -6.0, 0.4, 1.3
33: C=CCn1c(COc2ccc(Cl)cc2)nnc1SCC(=O)N/N=C/c1cccc(O)c1
    1.1, 16.9, -47.3, 0.9, 1.0, 3.8, 7.7, 11.0, 0.8, -6.1
34: CC(=O)OC1C2CCC1C([N+]1(C)CCCCC1)CC2 (stereo not drawn)
    -2.5, 15.2, 5.5, 0.8, -0.3, -8.1, 7.6, 5.6, -4.0, 3.2
35: NC(=S)Nc1cc(Cl)ccc1Cl
    -2.4, 3.5, -16.5, ., -1.2, -2.3, 10.2, -12.9, -1.0, 0.5
36: O=C(c1ccc(Cl)c(S(=O)(=O)NCc2ccccc2)c1)N1CCN(c2ccccn2)CC1
    -5.2, 0.3, -11.7, -3.6, 3.9, -4.0, 3.4, -4.6, 3.6, -2.9
37: O=C(c1ccc(-n2cccn2)cc1)N1CCc2c([nH]c3ccccc23)C1c1ccccn1 (stereo not drawn)
    -1.8, 14.6, -22.7, 4.8, 3.5, -4.4, -7.8, 16.8, 1.2, -2.1
38: Cc1cccn2c(=O)c3cc(C(=O)NCC4CCCO4)c(=N)n(C4CCCC4)c3nc12 (stereo not drawn)
    -0.8, -34.1, -7.5, 0.3, -2.9, -7.2, 0.9, -0.1, 3.2, 2.2
39: CC(=O)Nc1nc2cc3c(cc2s1)OCO3
    -0.3, -99.8, -102.3, 8.5, 6.1, 11.3, 11.3, 3.6, 0.2, -0.5
40: CC(=O)Nc1ccc(NC(=O)C(C)OC(=O)c2ccc(OCc3c(C)noc3C)cc2)cc1 (stereo not drawn)
    -4.6, 16.9, -4.2, -2.4, -2.9, -4.1, 6.2, 4.5, 0.2, -7.0
41: COc1ccc2c(c1)C(C)CC(C)(C)N2C(=O)NC1CCCCC1 (stereo not drawn)
    -0.7, -51.2, -14.9, 21.9, 3.6, 21.7, 16.7, 5.5, -3.1, 2.8
42: CC1CCN(C(=O)c2ccccc2SCC(=O)NCC2CCCCC2)CC1
    -4.8, -13.3, ., -6.2, ., -0.6, 14.6, 5.0, ., -0.5
43: Nc1c(-c2ccc(Cl)cc2)cnc2c(-c3ccc(F)cc3)cnn12
    1.0, -95.2, -166.0, 4.5, -3.0, 4.3, 6.5, 0.8, -3.5, -0.7
44: Cn1c(CN2CCOCC2)c(C#N)c2ccccc21
    -0.9, ., -1.0, 6.2, -4.5, ., ., -0.5, -2.9, -1.7
45: C=CCn1c(=NC(=O)c2ccc(S(=O)(=O)N3CCCC3)cc2)sc2cc(NC(C)=O)ccc21
    -3.4, 5.2, -13.7, -7.3, -7.3, -1.9, -7.2, -12.3, -1.8, -3.6
46: COc1ccc(NC(=O)CN(C)C(=O)c2cn(-c3ccccc3)nc2-c2cccs2)cc1
    -7.0, -2.8, ., 6.2, ., 2.0, -0.2, -3.9, ., 0.0
47: C=CCn1c(=O)n(C(=O)OCC)c2cc(Br)ccc21
    0.4, -4.8, 1.1, -1.6, -1.8, 3.6, -0.5, -5.0, -5.8, -0.9
48: CCCn1c(NCc2ccc(N(C)C)cc2)nc2ccccc21
    0.6, -26.4, -3.5, 2.1, -0.2, 4.4, 27.8, -13.3, -2.7, 0.8
49: O=C(CN(C(=O)c1csnn1)c1cccc(F)c1)NCc1ccc(F)cc1
    0.7, -5.1, -1.3, -1.7, -1.5, 10.7, 44.8, -1.3, 3.2, -1.9
50: Cc1ccc(CNC(=O)c2ccc3c(c2)NC(=O)CS3)cc1
    -2.3, 17.0, -44.1, -0.7, -3.2, -5.2, 5.4, -1.1, 6.8, 1.5
51: CCN(CCNC(=O)CCCn1nc(C)n2c(cc3sccc32)c1=O)c1ccccc1
    -3.1, 0.0, -34.8, 7.9, 1.7, 49.2, 74.0*, -3.5, -0.5, 1.8
52: COc1ccccc1C(=O)NCCC(=O)N(C)CC(=O)Nc1ccc(C)cc1
    -2.6, 15.3, ., 3.9, ., -2.9, 20.4, -11.4, ., 4.8
53: COc1ccc(C2=NN(C(=O)c3cccnc3)C(c3ccccc3)C2)cc1 (stereo not drawn)
    -6.6, -14.2, -25.0, 4.2, -2.8, 9.4, 4.6, 17.3, -6.4, 0.9
54: CCOc1ccc(S(=O)(=O)NCc2ccc3c(c2)OCO3)cc1C
    0.5, 0.9, -21.8, -4.3, 1.7, -5.6, 7.4, 3.7, 3.8, 2.4
55: CN(C)c1ccc(NC(=S)NC(=O)/C=C/c2ccco2)cc1
    -25.4, -22.9, 14.8, -2.2, -1.8, ., ., 3.9, -4.8, 2.4
56: Cc1ccc(-c2nnc3c4ccccc4c(C)nn23)cc1S(=O)(=O)N1CCN(CCO)CC1
    4.7, 2.7, 6.8, -2.4, 5.0, 2.7, -2.2, -4.6, 6.0, 3.0
57: COc1cc(OC)cc(-n2nnnc2SCC(=O)N2CCCC2)c1
    6.4, -5.3, -21.0, -3.2, -1.6, -8.4, -3.8, -1.3, 0.7, 0.0
58: COc1ccc(S(=O)(=O)Nc2ccccc2OC)cc1NC(=O)c1cc2ccccc2oc1=O
    0.2, -158.9, -96.4, -3.9, -0.6, 24.4, 27.0, 0.2, 6.6, -7.2
